Screening data: PubChem, several laboratories
NCOA2 inhibitor: inhibits human steroid receptor coactivator 2 | HEK293 GAL4-SRC2 luciferase reporter, luminescence | inhibition, % at 9 µM | 0.17% of 370,000 active | AID 651957;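 active means inhibition above the mean inhibition of all tested compounds plus 3 SD, set per campaign, cut at about 52% in these data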;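 further: 0% = DMSO treated cells and 100% = cells given Gossypol at 36 µM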
Target sequence (Q15596 whole entry, looked up, the tested form may be a part): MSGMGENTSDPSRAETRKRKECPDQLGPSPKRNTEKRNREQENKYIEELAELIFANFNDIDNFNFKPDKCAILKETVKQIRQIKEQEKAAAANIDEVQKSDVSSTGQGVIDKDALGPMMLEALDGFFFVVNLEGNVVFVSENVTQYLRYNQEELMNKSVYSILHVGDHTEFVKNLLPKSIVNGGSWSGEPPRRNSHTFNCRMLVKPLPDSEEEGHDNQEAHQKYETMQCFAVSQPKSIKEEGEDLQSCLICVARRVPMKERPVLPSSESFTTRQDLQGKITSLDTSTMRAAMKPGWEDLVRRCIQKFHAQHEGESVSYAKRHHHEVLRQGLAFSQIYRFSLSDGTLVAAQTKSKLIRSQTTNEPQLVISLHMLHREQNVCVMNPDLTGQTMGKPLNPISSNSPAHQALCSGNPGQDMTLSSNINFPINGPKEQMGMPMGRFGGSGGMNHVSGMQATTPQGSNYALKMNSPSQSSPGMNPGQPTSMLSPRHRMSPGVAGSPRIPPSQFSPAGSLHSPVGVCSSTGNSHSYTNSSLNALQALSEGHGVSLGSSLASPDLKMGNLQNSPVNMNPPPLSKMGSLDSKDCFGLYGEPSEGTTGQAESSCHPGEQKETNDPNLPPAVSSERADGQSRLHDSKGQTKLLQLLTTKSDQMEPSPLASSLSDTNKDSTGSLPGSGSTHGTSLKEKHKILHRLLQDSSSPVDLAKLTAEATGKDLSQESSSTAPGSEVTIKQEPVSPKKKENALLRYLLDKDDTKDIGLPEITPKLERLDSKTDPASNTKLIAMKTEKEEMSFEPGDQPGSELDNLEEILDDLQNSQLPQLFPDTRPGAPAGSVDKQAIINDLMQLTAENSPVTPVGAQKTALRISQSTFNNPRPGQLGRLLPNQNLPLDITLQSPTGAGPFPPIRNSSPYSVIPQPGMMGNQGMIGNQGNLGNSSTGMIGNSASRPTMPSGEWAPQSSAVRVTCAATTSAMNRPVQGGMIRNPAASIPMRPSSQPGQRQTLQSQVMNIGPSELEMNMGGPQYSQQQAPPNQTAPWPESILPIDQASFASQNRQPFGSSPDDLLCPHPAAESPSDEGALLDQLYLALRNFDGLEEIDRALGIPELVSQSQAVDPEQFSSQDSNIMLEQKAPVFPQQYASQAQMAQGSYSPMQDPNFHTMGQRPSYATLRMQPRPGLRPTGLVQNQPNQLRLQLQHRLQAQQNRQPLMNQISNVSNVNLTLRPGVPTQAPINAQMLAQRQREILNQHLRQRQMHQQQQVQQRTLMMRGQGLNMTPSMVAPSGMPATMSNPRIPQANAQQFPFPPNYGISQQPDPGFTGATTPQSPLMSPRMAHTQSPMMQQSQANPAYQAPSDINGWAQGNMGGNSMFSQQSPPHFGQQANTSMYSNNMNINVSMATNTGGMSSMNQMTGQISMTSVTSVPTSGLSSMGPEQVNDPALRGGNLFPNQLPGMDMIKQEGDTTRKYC
NCOA1 inh: inhibits human SRC1 coactivator. Q15788. HEK293 GAL4-SRC1 luciferase reporter, luminescence. inhibition, % at 3.6 µM. 0.12% of 360,000 active;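 active means inhibition above the campaign mean plus 3 SD, with each screening campaign given its own cutoff, cut at about 60% in these data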;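 further: 0% = DMSO treated cells and 100% = gossypol at 36 µM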
NOD2 RIPK2 PPI: inhibitors of human NOD2-RIPK2 interaction; O43353; CHO BLA complementation NOD2-RIPK2, CCF4 ratio; inhibition, % at 4.98 µM; 0.38% of 360,000 active; AID 624267; in the data active means inhibition above about 21%;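 further: 0% = vehicle only and 100% = reference blocker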
MC4R antagonist: human MC4R antagonism in cAMP assay; inhibition, % at 6.5 µM; 0.48% of 360,000 active; MC4R-expressing cells, MTII-stimulated cAMP, LANCE TR-FRET; P32245;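 active means inhibition above its plate's cutoff, the mean of tested wells on that plate plus 3 SD, cut at about 29% in these data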;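 further: 0% = Melanotan II alone and 100% = Melanotan II plus saturating MCL0020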
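System – human MC4R-expressing U2OS cells · Also added – Melanotan II · Dosing – one concentration, 6.5 µM nominal · Timing – 30-min compound, 1-h challenge, 1-h detection, room temperature · Measured by – Eu-cAMP/anti-cAMP TR-FRET, emission 671 nm · Replicates – singlicate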
ABHD5-PLIN5 inh: blocks binding of human ABHD5 to perilipin-5. Split G. princeps luciferase complementation, luminescence, 4 h. 0.78% of 360,000 active. inhibition, % at 4 µM. AID 602281;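 active means inhibition above the mean inhibition across every tested compound plus 3 SD, cut at about 22% in these data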;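 further: 0% = DMSO only wells and the 100% control is not disclosed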
MC4R barr agon: agonists of human melanocortin 4 receptor (MC4R) beta-arrestin; P32245; U2OS MC4R beta-arrestin complementation, luminescence; percent of melanotan II response, DMSO zero; activation, % at 8.9 µM; 0.98% of 360,000 active; AID 540308;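 active means activation above a per-plate cutoff, the mean activation of sample wells on that plate plus 3 SD, cut at about 8% in these data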
EBV LMP1 NFkB: Epstein-Barr LMP1 NF-kappaB reporter inhibition | LMP1-induced NF-kappaB luciferase reporter cells, luminescence | AID 504558 | inhibition, % at 12.5 µM | 0.69% of 350,000 active; in the data active means inhibition above about 41%;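 further: 0% = neutral control wells and 100% = reference inhibitor control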
NR2F2 inh: blocks human COUP-TFII nuclear receptor; AID 686940; HEK293T NGFI-A luciferase reporter, luminescence; P24468; inhibition, % at 8.6 µM; 0.7% of 370,000 active;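 active means inhibition above a per-plate cutoff, mean inhibition of test wells between control levels plus 3 SD, cut at about 38% in these data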;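 further: cells cotransfected with COUP-TFII expression vector driving the NGFI-A reporter; 0% = median of COUP-TF2 test wells and 100% = reporter-only cells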
TLR9-MyD88 inh: TLR9-MyD88 interaction inhibition; Q9NR96+Q99836; CHO BLA complementation TLR9-MyD88, CCF4 FRET ratio; inhibition, % at 4.98 µM; 0.21% of 340,000 active; AID 504734;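 active means inhibition above the mean over all tested compounds plus 3 SD, cut at about 21% in these data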;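 further: 0% = DMSO only wells and 100% = clavulanate BLA inhibitor control wells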
NCOA3 inh: human NCOA3 inhibition; Q9Y6Q9; HEK293 GAL4-SRC3 luciferase reporter, luminescence; inhibition, % at 3.6 µM; 0.17% of 360,000 active; AID 588352;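 active means inhibition above a per-campaign cutoff, the mean of all compounds plus 3 SD, cut at about 60% in these data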;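 further: 0% = DMSO-treated cells and 100% = gossypol-treated cells at 36 µM; higher means less SRC3-driven luciferase light from the GAL4 reporter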
NR5A2 inv ag: suppresses constitutive activity of human LRH-1 | O00482 | inhibition, % at 3.6 µM | 0.13% of 360,000 active | HEK293T StAR-luciferase reporter, LRH-1 transfected, 24 h | AID 602396;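 active means inhibition above the mean inhibition of all tested compounds plus 3 SD, cut at about 73% in these data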;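 further: 0% = DMSO wells and 100% = reporter-only cells lacking LRH-1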
Starred values were filed as active, the others as inactive; . = no result given. Some of the compounds tested. The share of hits here may be higher or lower than overall.

NCOA2 inhibitor | NCOA1 inh | NOD2 RIPK2 PPI | MC4R antagonist | ABHD5-PLIN5 inh | MC4R barr agon | EBV LMP1 NFkB | NR2F2 inh | TLR9-MyD88 inh | NCOA3 inh | NR5A2 inv ag | canonical_smiles
. | -68 | -2 | -4 | -4 | -1.0 | -17 | . | 4 | -51 | -95 | O=C(NCCc1ccccc1)c1ccc2c(c1)N(Cc1ccccc1)CCS2
-15 | -10 | 0 | -2 | -6 | -0.6 | 19 | -11 | 6 | 3 | 19 | Cc1cccc(OC(C)c2ccnc3nc(/N=C/N(C)C)nn23)c1 (stereo not given)
-4 | -5 | 6 | 7 | 1 | -1.2 | 8 | -8 | 3 | 0 | -23 | CN1C(=O)C(O)(CC(=O)c2cccc(-n3cccc3)c2)c2ccccc21 (stereo not given)
-3 | -22 | -2 | -1 | 2 | -4.0 | 0 | 8 | 1 | -19 | -32 | CN(C)S(=O)(=O)c1ccc(C(=O)Nc2ccn(C)n2)cc1
6 | 7 | 8 | 2 | 3 | -2.2 | -1 | 73* | 6 | 28 | 35 | COc1cccc(CN(C)C(=O)c2cc(COc3ccc4ncccc4c3)on2)c1
-19 | -26 | 2 | 9 | 2 | -3.5 | -5 | -11 | -8 | -40 | -41 | COc1ccccc1C(=O)C1CCCN(C(=O)c2ccccc2C(C)=O)C1 (stereo not given)
-5 | -36 | 2 | -2 | -7 | -1.0 | -23 | 0 | -6 | 4 | -14 | COc1ccc(/C=N/Nc2ccccc2)cc1Cn1nc(C)c([N+](=O)[O-])c1C
-16 | -35 | 5 | 8 | -3 | 0.5 | -58 | -22 | 13 | -32 | -12 | CC(C)(C)C(=O)/C=C/c1ccc(Oc2ccccc2)cc1
-13 | . | -2 | . | 1 | . | . | -17 | . | . | 5 | CN(Cc1ccccc1)C(=O)[C@@H]1CCCN1C(=O)[C@@H]1CCCN1C(=O)OC(C)(C)C
4 | 6 | 5 | -3 | -4 | -0.4 | -11 | 3 | 0 | -22 | 6 | CCOc1ccc(-c2nc3c(s2)CCc2onc(-c4ccc(OC)cc4)c2-3)cc1
1 | 6 | -8 | -4 | -2 | -1.2 | 3 | -15 | -1 | -7 | 4 | CN(Cc1ccccc1)S(=O)(=O)c1ccccc1Br
-11 | -4 | -2 | 50* | -8 | 1.6 | 4 | 12 | 1 | -49 | 4 | CCOC(=O)c1sc(NC(=O)CCc2ccc(OC)cc2)nc1C
-24 | -13 | 8 | -3 | 2 | -3.5 | 1 | -10 | 2 | -9 | -15 | N#CCc1nc(-c2cc3ccccc3oc2=O)cs1
-18 | -1 | -12 | -1 | 1 | -0.4 | . | -14 | -1 | -10 | -5 | COc1cc(C(=O)N2CCCN(C)CC2)cc(OC)c1C
-11 | -13 | -2 | 7 | -3 | -0.5 | -3 | 14 | 2 | -4 | -4 | Cc1cc(=O)n2nc(N3CCC(C(=O)NCc4ccco4)CC3)sc2n1
-59 | -99 | -5 | 15 | 2 | 0.2 | -43 | -2 | -1 | -72 | -52 | CCN(CC)c1ccc(Nc2nc(-c3cccnc3)cs2)cc1
. | 2 | -3 | 8 | 4 | 0.0 | -19 | . | 4 | -5 | 5 | COC(=O)c1ccc(NC(=O)CSC2=Nc3ccccc3C3CC=NN23)cc1 (stereo not given)
-57 | -66 | 3 | 0 | -7 | 3.6 | 22 | -31 | . | -37 | -20 | CC(=O)N1CCC(=NNc2nc3ccccc3[nH]2)CC1
-3 | -7 | 7 | 6 | -13 | 1.0 | -1 | -1 | -8 | 11 | -6 | O=C(CSCc1ccc([N+](=O)[O-])cc1)NC1CCCCCC1
-11 | -20 | 1 | -7 | 7 | -3.6 | 8 | 7 | -15 | -7 | 3 | CN(C)C(=O)CN1CCN(Cc2cn(C)nc2-c2ccc3c(c2)OCCO3)CC1
-6 | -18 | -3 | 8 | 7 | 0.2 | -6 | 0 | 5 | 16 | 17 | COC(=O)c1ccccc1NC(=O)CCS(=O)(=O)c1ccc(Br)cc1
15 | 9 | 0 | 0 | 5 | -0.2 | 0 | 12 | 7 | -6 | 1 | COc1ccccc1-c1cnc2c(c1)C(=O)N([C@@H](C)CO)C[C@@H](C)[C@H](CN(C)C(=O)c1cccnc1)O2
21 | -15 | 0 | 10 | 2 | 0.2 | 4 | 20 | -10 | -8 | -10 | O=C(NCCCc1ccccc1)C(=O)NCC1OCCN1S(=O)(=O)c1ccccc1 (stereo not given)
15 | -5 | 2 | 10 | 2 | -1.0 | -4 | 13 | -11 | -11 | 4 | CC(C)C(=O)N1CCN(c2nc(-c3ccccc3)c3c(c2C#N)CC(C)(C)OC3)CC1
. | 7 | -4 | 6 | 0 | -0.6 | -2 | . | -11 | 10 | 16 | O=c1cc(C(F)(F)F)[nH]c2c(C(F)(F)F)cccc12
-14 | 0 | -4 | 24 | -2 | -1.7 | 6 | 6 | -2 | 5 | 2 | COCC(=O)N1CCC(n2nnc3cc(C(F)(F)F)ccc32)CC1
-2 | 5 | 3 | 4 | 2 | -2.0 | 1 | 2 | 5 | 13 | 3 | COc1cccc(NC(=S)NC2CC3CCCC(C2)N3CC(C)C)c1 (stereo not given)
18 | 3 | 7 | 3 | 0 | -1.9 | 4 | 11 | 0 | 13 | 29 | CCOc1ccc(/C=C/C2=CC(C)(C)NC(=S)N2)cc1
6 | 3 | 7 | 0 | 0 | -0.9 | 18 | -3 | 4 | -29 | 12 | COc1c(/C=C2\SC(=Nc3ccccc3Cl)NC2=O)cccc1[N+](=O)[O-]
0 | 6 | 2 | 14 | 0 | -1.9 | 8 | -2 | 2 | -2 | 14 | O=C(CN1CCCCC1)c1c[nH]c2ccccc12
-14 | 4 | -5 | -8 | 3 | 0.2 | 9 | -4 | 0 | 9 | -24 | C=CCOc1c2ccc(C(=O)NCc3ccc(C)cc3)cc2nn1C
-9 | 5 | -2 | 1 | 2 | -1.0 | -7 | -6 | -7 | -1 | 4 | CCCNC(=O)NC(=O)CN1CCCC1c1ccc2c(c1)OCCO2 (stereo not given)
-38 | 6 | -11 | 6 | 2 | 0.1 | -5 | 21 | -19 | 19 | -28 | CC(=O)OC1COC(N2CCc3cc(Br)c([N+](=O)[O-])cc32)C(OC(C)=O)C1OC(C)=O (stereo not given)
-13 | 2 | -9 | 15 | -4 | -0.1 | -6 | 0 | 4 | 13 | -8 | O=C(CSc1cccc[n+]1[O-])Nc1cc(S(=O)(=O)N2CCOCC2)ccc1N1CCOCC1
27 | -2 | -19 | 16 | -3 | 1.4 | -2 | -11 | -6 | -10 | -25 | O=C(NC1CCSc2ccccc21)c1ccc([N+](=O)[O-])cc1 (stereo not given)
-17 | -15 | -1 | -1 | -1 | -4.4 | -13 | -3 | 4 | 4 | 7 | CCN(CC)S(=O)(=O)c1ccc2c(c1)nc(SCC(=O)NCC1CCCO1)n2CC (stereo not given)
-19 | -4 | 4 | 0 | -4 | 1.8 | -9 | -19 | -7 | 3 | 5 | COc1ccc(OCC(=O)N/N=C/C=C/c2ccccc2)cc1
-64 | 11 | -9 | 14 | -4 | -1.9 | . | -5 | . | -3 | -4 | CC1(C(=O)NS(=O)(=O)Cc2ccccc2)CCN1C(=O)CCc1ccccc1 (stereo not given)
-4 | -3 | 11 | 9 | 4 | -0.8 | -5 | 7 | -6 | 18 | 5 | Cc1ccc(C)c(S(=O)(=O)N2CCN(C(=O)CCNC(=O)c3ccc(Br)cc3)CC2)c1
-33 | 6 | -4 | 0 | 5 | -2.9 | -4 | -2 | -4 | -6 | 6 | CCOC(=O)c1[nH]c2ccc(OCC)cc2c1NC(=O)CN1CCC2(CC1)OCCO2
4 | -3 | -2 | -7 | -6 | 2.4 | -1 | -6 | -8 | 12 | 7 | CCOC(=O)c1c(C)[nH]c(C)c1C(=O)COC(=O)/C=C/c1ccc(Cl)cc1
12 | 8 | 0 | 3 | -6 | 0.3 | -5 | -9 | -8 | -5 | 7 | C=CCN(C(=O)CCC(=O)Nc1cc(C)on1)C(C(=O)NC(C)(C)CC)c1cccc(OC)c1OC (stereo not given)
9 | -10 | -2 | 5 | -2 | -0.1 | -6 | 13 | 4 | -15 | 27 | COC(=O)c1cccc(N(CC(=O)NCC2CCCO2)C(=O)CCC(=O)Nc2cc(C)on2)c1 (stereo not given)

In a second layout: 2 of the compounds above
> O=C(NC1CCSc2ccccc21)c1ccc([N+](=O)[O-])cc1 (stereo not given)
  NCOA2 inhibitor: 27 | NCOA1 inh: -2 | NOD2 RIPK2 PPI: -19 | MC4R antagonist: 16 | ABHD5-PLIN5 inh: -3 | MC4R barr agon: 1.4 | EBV LMP1 NFkB: -2 | NR2F2 inh: -11 | TLR9-MyD88 inh: -6 | NCOA3 inh: -10 | NR5A2 inv ag: -25
> CCN(CC)S(=O)(=O)c1ccc2c(c1)nc(SCC(=O)NCC1CCCO1)n2CC (stereo not given)
  NCOA2 inhibitor: -17 | NCOA1 inh: -15 | NOD2 RIPK2 PPI: -1 | MC4R antagonist: -1 | ABHD5-PLIN5 inh: -1 | MC4R barr agon: -4.4 | EBV LMP1 NFkB: -13 | NR2F2 inh: -3 | TLR9-MyD88 inh: 4 | NCOA3 inh: 4 | NR5A2 inv ag: 7

Three entries from above, sorted by the number in ABHD5-PLIN5 inh, highest first.
smiles | ABHD5-PLIN5 inh
Cc1ccc(C)c(S(=O)(=O)N2CCN(C(=O)CCNC(=O)c3ccc(Br)cc3)CC2)c1 | 4
CCN(CC)S(=O)(=O)c1ccc2c(c1)nc(SCC(=O)NCC1CCCO1)n2CC (stereo not given) | -1
COC(=O)c1cccc(N(CC(=O)NCC2CCCO2)C(=O)CCC(=O)Nc2cc(C)on2)c1 (stereo not given) | -2

Limited to NR2F2 inh, for 3 of the compounds above:
| canonical_smiles | NR2F2 inh |
| --- | --- |
| COc1ccc(OCC(=O)N/N=C/C=C/c2ccccc2)cc1 | -19 |
| CC1(C(=O)NS(=O)(=O)Cc2ccccc2)CCN1C(=O)CCc1ccccc1 (stereo not given) | -5 |
| Cc1ccc(C)c(S(=O)(=O)N2CCN(C(=O)CCNC(=O)c3ccc(Br)cc3)CC2)c1 | 7 |
